Compound activity deposited in PubChem by National Center for Advancing Translational Sciences (NCATS).
AID inhibitor = Primary qHTS assay for inhibitors of Activation Induced Cytidine Deaminase (AID): AID signal; Single-stranded DNA cytosine deaminase (Homo sapiens), Q9GZX7; AID deamination FRET fluorescence, UDG-coupled, 4 h; Potency, µM (top dose mostly 115 µM), without a hit: at the top dose activity change, negative = inhibition, hits mostly inhibitors; 91,000 compounds, 0.32% hits; AID 1347428, 2020; also: nearly all actives have a fitted effect of over 25% in size
Target sequence (Q9GZX7 whole entry, looked up): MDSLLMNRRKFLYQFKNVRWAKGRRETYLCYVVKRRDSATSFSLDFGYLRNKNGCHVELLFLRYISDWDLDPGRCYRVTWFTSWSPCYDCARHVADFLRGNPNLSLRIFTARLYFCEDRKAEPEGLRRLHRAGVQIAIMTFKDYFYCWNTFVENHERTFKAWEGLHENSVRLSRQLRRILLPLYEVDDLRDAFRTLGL
UDG counter = Primary qHTS assay for inhibitors of Activation Induced Cytidine Deaminase (AID): UDG Counterscreen signal | Uracil-DNA glycosylase | FRET deamination/UDG coupled assay, UDG read, 4 h | Potency, µM (highest dose often 115 µM), for the others: at the highest dose activity change, negative = inhibition, usual class: inhibitors | 91,000 compounds, 0.14% hits; also: nearly all actives have a fitted effect of over 65% in size
* hit, by the source's call; u = inconclusive; [ ] = remark or other dose. Calls follow the shape of the dose curve; as a rule, active = well fitted curve in the direction sought with a large enough effect; inconclusive = small, poorly fitted or top-dose-only effect, or another doubt; inactive = no such curve, though single readings can be large; an effect the other way counts as inactive or inconclusive. % is scaled to controls: 0 for no effect and ±100 for the full control effect; potency is read from the fitted curve at half-maximal effect.

Below each SMILES: AID inhibitor | UDG counter
1) Cc1oc(-c2nc(C#N)c(NCCN(C)C)o2)cc1S(=O)(=O)N(C)Cc1ccccc1
 : -9% | -2%
2) CCCCCN(Cc1ccc(F)cc1)C(=O)C(C)NC(N)=O (stereo not drawn)
 : -12% | -10%
3) CCc1ccc(-c2nn(-c3ccccc3)cc2/C=N/O)cc1
 : -5% | 0%
4) CCCCCCc1cc2c3c(c(=O)oc2cc1OCC(=O)C(C)(C)C)CCCC3
 : 1% | 0%
5) COc1ccc(-c2c(C)c3cc(OC(=O)C(C)C)ccc3oc2=O)cc1
 : -21% | u
6) CC(=O)Nc1ccc(NC(=O)c2cc(CN3CCCC3)on2)cc1
 : 233%[activator] | 9%
7) Cc1ccccc1OCCN
 : 1% | 6%
8) CC1(C)c2ccccc2N2CC(=O)N[C@@]21/C=C/c1ccc(Cl)cc1
 : -4% | 10%
9) CC1=C(c2ccc(C)c(C)c2)S(=O)(=O)N=C1N1CCC(C(=O)Nc2ccc(Cl)cc2)CC1
 : 36%[activator] | 3%
10) COc1ccccc1CC(=O)Nc1nc(C)c(C(C)=O)s1
 : -2% | 2%
11) COc1cc2c(cc1/C=C(/C#N)c1ccccn1)OC(C)C2 (stereo not drawn)
 : 30%[activator] | -3%
12) Cc1ccc(CCNC(=O)NCc2noc3ccc(C)cc23)cc1
 : 2% | 7%
13) CCOc1ccc(CCNC(=O)Cn2c(=O)c3cccn3c3ccc(F)cc32)cc1OCC
 : -14% | 0%[57.5 µM]
14) O=C(O)C(F)(F)C12OC3C4C5CC(C6C5C3C61)C42 (stereo not drawn)
 : -2% | 6%
15) CC(C)C(=N)N
 : -3% | 5%
16) CCOC(=O)c1[nH]c2ccc(F)cc2c1NC(=O)CCC1CCCC1
 : 5% | 1%
17) NC(=O)C1CCN(C(=O)c2cc(-c3ccncc3)nc3ccccc23)CC1
 : 6% | 12%
18) Nc1ccc(S(=O)(=O)O)c2cccc(S(=O)(=O)O)c12
 : 9% | 0%
19) COc1ccc(CC(=O)N(Cc2nc(-c3ccc(C)cc3)no2)C(C)C)cc1
 : u | -17%
20) Nc1cc(C(=O)OCc2cccc(F)c2F)ccc1Cl
 : -2% | 5%
21) O=C(O)c1cnc(-c2ccccc2)nc1
 : 2% | -2%
22) CCOc1ccc(NC(=O)c2nn(Cc3ccccc3)c(=O)c3ccccc23)cc1
 : 7% | 4%
23) CCC(C(=O)NCCc1ccc(SC)cc1)n1nc(C)c2c(C)n(-c3ccc(C)cc3)nc2c1=O (stereo not drawn)
 : u | -6%
24) COc1ccccc1CNS(=O)(=O)c1ccc(-c2cc(C(F)(F)F)on2)s1
 : 5% | -6%
25) CSc1ccc(NC(C)=O)cc1
 : 3% | 3%
26) Cc1nn(C(=O)COc2ccccc2Br)c(C)c1Sc1ccccc1
 : 6% | u
27) CCCn1c2ccccc2c2cnn(CC(=O)NC(CCSC)C(=O)OC)c(=O)c21 (stereo not drawn)
 : -14% | -15%[57.5 µM]
28) Cc1noc(C)c1S(=O)(=O)N1CCC(C(=O)N2CCN(c3cccc(C(F)(F)F)c3)CC2)CC1
 : 12% | 1%
29) CCCCN(CCCC)CCNC(=O)C1=C(C)C(=O)OC12CCN(C(C)=O)CC2
 : 1% | -7%
30) CC(NC(=O)c1cc(Cl)sc1Cl)C12CC3CC(CC(C3)C1)C2 (stereo not drawn)
 : 2% | -7%
31) CCN(Cc1ccccc1)C(=O)c1cc2c(=O)oc3ccc(C)cc3c2s1
 : -30% | -3%
32) CCOc1ccccc1NCc1nnc2n1CCCCC2
 : 10% | 4%
33) O=C(Nc1ccc(S(=O)(=O)N2CCCCC2)cc1)C1=NN(c2ccccc2)C(=O)CC1
 : 17% | 7%
34) CN(CC(=O)Nc1cccc(C(F)(F)F)c1)S(=O)(=O)c1ccc2[nH]c3c(c2c1)CCCC3
 : 2% | -25%[57.5 µM]
35) CS(=O)(=O)c1ccc(C(=O)Nc2ccc(-c3cn4ccsc4n3)cc2)cc1
 : -2% | -9%
36) CC(=O)N1CCN(c2oc(/C=C/c3ccccc3)nc2C#N)CC1
 : -8% | 12%
37) CC1(C)CC(NC2CC(C)(C)NC(C)(C)C2)CC(C)(C)N1
 : 14% | 2%
38) CCc1ccc(C(=O)c2cn(CC(=O)Nc3ccc4c(c3)OCCO4)c3ccc(C)cc3c2=O)cc1
 : -13% | -8%
39) COc1ccc(NC(=O)CC(C)n2nc(C)cc2C)cc1Cl (stereo not drawn)
 : 7% | 1%
40) COc1ccc(CNC(=O)c2ccc3c(c2)N(Cc2ccccc2C)C(=O)c2ccccc2S3=O)cc1 (stereo not drawn)
 : -14% | -13%
41) COc1cc(NC(=O)CN2C(=O)CN(C)C(=O)c3ccccc32)cc(OC)c1OC
 : 20% | u
42) CN1CCC(CNC(=O)C2CCN(C(=O)c3ccc(C(F)(F)F)cc3)CC2)CC1
 : 2% | 8%
43) O=C(CN1C(=O)COc2ccc(S(=O)(=O)N3CCCCCC3)cc21)N1CCN(c2ccc(F)cc2)CC1
 : -17% | -9%
44) CC(C)C1CC(CCN2CCCCC2)(c2ccccc2)CCO1 (stereo not drawn)
 : -3% | 0%
45) Nc1nccnc1C(=O)NCc1ncc(-c2ccccc2)o1
 : -5% | -8%
46) COc1ccc2oc(-c3ccc(C)c(NC(=O)C(C)C)c3)nc2c1
 : -14% | -16%
47) CC(C)Sc1oc(-c2cccs2)nc1S(=O)(=O)c1ccc(Cl)cc1
 : 4% | -17%
48) O=C(COC(=O)c1ccc2ccccc2n1)NCCc1ccccc1
 : -10% | -2%
49) COc1cccc(NC(=O)CSc2cc(C)[nH]c(=O)n2)c1
 : 47%[activator] | 7%
50) O=C(c1sccc1-c1ccccc1)N1CCN(S(=O)(=O)c2cc(F)ccc2F)CC1
 : -16% | -1%
51) CC1Cn2cc(C(=O)Nc3ccccc3C(F)(F)F)c(=O)c3c(Cl)ccc(c32)O1 (stereo not drawn)
 : 18% | -4%
52) Cc1cc(Cl)ccc1OCc1n[nH]c(=S)n1C
 : -5% | 2%
53) O=C(COc1ccc(Cl)cc1)OCc1cc(=O)n2nc(-c3cccs3)sc2n1
 : 39%[activator] | -5%
54) CCOc1cc(C=O)ccc1OCc1cccc2ccccc12
 : -11% | -1%
55) COC(=O)C(C)Sc1nc(C)nc2c1c(=O)n(C)c(=O)n2CC(C)C (stereo not drawn)
 : -8% | -2%
56) CC(=O)c1ccc(OCCCCN2CCCC2)cc1
 : -3% | -4%
57) Cn1cc(S(=O)(=O)N2CCC(C(=O)Nc3cccc(Br)c3)CC2)cc1C(N)=O
 : -5% | -12%
58) Cc1cccn2c(=O)c(C(=O)NCCc3ccccc3)cnc12
 : -6% | -8%[57.5 µM]
59) CSc1cccc(NC(=O)c2csc3c2CCCC3)c1
 : -4% | -1%
60) C/C(=N/NC(=O)c1ccccc1)c1ccc(Cl)s1
 : -8% | 0%

New compounds follow
Below each SMILES: AID inhibitor | UDG counter
61) CCc1ccc(NC(=O)CC2C(=O)N(c3ccc(F)cc3)C(=O)N2Cc2ccc(F)cc2)cc1 (stereo not drawn)
 : 7% | -3%[57.5 µM]
62) CCn1c(SCC(=O)c2ccc[nH]2)nnc1-c1ccncc1
 : 0% | -3%
63) CN(C(=O)c1ccc(NC(=O)C2CC2)cc1)C1CCCCC1
 : -10% | 6%
64) COC(=O)C(C(=O)OC)C(c1ccc(Br)cc1)C(C)C(=O)c1ccc(C)cc1C (stereo not drawn)
 : 3% | 3%
65) CNC(=O)c1ccc2c(c1)NC(=O)CCS2
 : 5% | 8%
66) O=C(O)CCCC(=O)N1CCN(c2ccccc2Cl)CC1
 : 0% | -6%
67) CCc1nc(NCC(C)C)c(C#N)c2c1CCCC2
 : -6% | -3%
68) Cc1ccc(NC(=O)C(CC(C)C)NC(N)=O)cc1 (stereo not drawn)
 : 4% | 1%
69) C=CCN(Cc1cccs1)C(=O)C1CCC1
 : 4% | 0%
70) Cc1ccccc1CC(=O)NCCc1cccnc1
 : -2% | -3%
71) Cc1csc(CNC(=O)c2ccc3cc[nH]c3c2)n1
 : 71%[activator] | 2%
72) CCOc1ccc(NC(=O)N2CCN(S(=O)(=O)c3ccc4c(ccn4C)c3)CC2)cc1
 : -16% | -11%
73) Cn1c(=O)[nH]c(=O)c2c1nc(Sc1ccccc1)n2Cc1ccc(Cl)cc1
 : 4% | 0%
74) O=C(NCCCO)c1nn(-c2ccc(Cl)cc2)nc1CO
 : 6% | -2%[57.5 µM]
75) CC(C(=O)N1CCc2ccccc2C1)N(C)CC(=O)Nc1ccc(Cl)c(C(F)(F)F)c1 (stereo not drawn)
 : 3% | 3%
76) COc1cc(C(=O)OCCOc2ccccc2F)cc(OC)c1OC
 : -18% | -14%
77) Cc1cc(NCCCNc2ccccc2)nc(-c2cccnc2)n1
 : 6% | -3%
78) COC(=O)c1ccc(NC(=O)C(c2ccccc2)N2Cc3ccccc3C2=O)cc1 (stereo not drawn)
 : -9% | -6%
79) O=C(Cc1ccccc1F)NC(c1ccc2c(c1)CCC2)c1cccs1 (stereo not drawn)
 : -9% | -5%
80) CCOC(=O)C1=C(CN2CCN(Cc3ccccc3)CC2)NC(=O)NC1c1ccccc1 (stereo not drawn)
 : -12% | u
81) CCc1nnc(SCC(=O)Nc2c(Cl)cccc2Cl)n1-n1cccc1
 : -6% | 4%
82) Cc1ccc(CNC(=O)Nc2cn(CC(C)C)c(=O)c3ccccc23)cc1
 : 46%[activator] | 6%
83) CC(C)(C)c1ccc(OCc2nn3c(CN4CCCCC4)nnc3s2)cc1
 : -9% | 1%
84) CCOC(=O)c1c(NC(=O)c2nc(SC)ncc2Cl)sc(C)c1C
 : 14% | u
85) CCOc1ccccc1C(=O)N(Cc1ccco1)Cc1ccco1
 : -25% | 0%[57.5 µM]
86) CCOc1ccc(N/C(=C\C(=O)c2ccccc2)c2ccccc2)cc1
 : -13% | -1%
87) O=C(c1ccc2[nH]ccc2c1)N1CCN(S(=O)(=O)c2cccc3nonc23)CC1
 : 19% | 1%
88) COc1ccc2nc(NC(=O)c3nc(SC(C)C)ncc3Cl)sc2c1
 : 12% | 7%
89) CCCNC(=S)NC1CCC(NC(=S)NCCC)CC1 (stereo not drawn)
 : 1% | 0%
90) COc1cc(OC)c(C2=CCN(C(=O)COc3cc(Cl)ccc3Cl)CC2)c(OC)c1
 : -9% | -4%
91) COc1cc(CNC(=O)c2ccc(NC(=O)N3CCCCc4ccccc43)cc2)cc(OC)c1OC
 : -14% | -14%
92) CCOc1cc(CNC(=O)NC2COc3ccc(OC)cc3C2)cc(OCC)c1OCC (stereo not drawn)
 : 4% | 0%
93) O=C(c1cc2ccccc2oc1=O)N1CCSC1c1ccc(Cl)cc1 (stereo not drawn)
 : 11% | 14%
94) COC(=O)C(=O)C1=C(C)OC(N)=C(C#N)C1c1ccccc1 (stereo not drawn)
 : 8% | 1%
95) S=C(NCc1ccccc1)Nc1ccc(Br)cc1
 : -14% | -2%
96) O=C(NCCc1cccc2cccnc12)c1cc[n+]([O-])cc1
 : -7% | -12%
97) Brc1ccc2[nH]c3c(c2c1)CCCC3=NCc1ccccc1
 : 1% | 1%
98) O=C(CN1C(=O)C2(SCC(=O)N2c2cccc(Cl)c2)c2ccccc21)NCCc1ccccc1 (stereo not drawn)
 : u | -14%
99) CCC(CC)NC(=O)/C=C/c1ccc(Cl)cc1
 : 3% | 2%
100) COc1ccc(NC(=O)Cn2c(=O)n(CCC(C)C)c(=O)c3cccnc32)cc1Cl
 : -7% | u
101) CCOc1ccc(-n2c(SCC(=O)N3CCC(C)CC3)nc3c([nH]c4ccccc43)c2=O)cc1
 : 3% | -2%
102) Cc1ccc(COC(=O)CSc2cnc3ccccc3n2)cc1
 : -7% | 0%
103) COc1ccc(-n2c(C)c(C(C)=O)c3cc(O)ccc32)cc1
 : -1% | 1%
104) Cc1ccc(-c2nnc(SCC(=O)NCc3ccccc3)o2)cc1
 : 8% | 22%
105) O=C(CSc1nc2c([nH]c3ccccc32)c(=O)n1-c1ccc(F)cc1)Nc1ccc2c(c1)OCCO2
 : 6% | -12%

Rewritten in transposed form: 14 of the compounds above
[1] Cc1oc(-c2nc(C#N)c(NCCN(C)C)o2)cc1S(=O)(=O)N(C)Cc1ccccc1
[2] CCCCCN(Cc1ccc(F)cc1)C(=O)C(C)NC(N)=O (stereo not drawn)
[3] CCc1ccc(-c2nn(-c3ccccc3)cc2/C=N/O)cc1
[4] CCCCCCc1cc2c3c(c(=O)oc2cc1OCC(=O)C(C)(C)C)CCCC3
[5] COc1ccc(-c2c(C)c3cc(OC(=O)C(C)C)ccc3oc2=O)cc1
[6] CC(=O)Nc1ccc(NC(=O)c2cc(CN3CCCC3)on2)cc1
[7] Cc1ccccc1OCCN
[8] CC1(C)c2ccccc2N2CC(=O)N[C@@]21/C=C/c1ccc(Cl)cc1
[9] CC1=C(c2ccc(C)c(C)c2)S(=O)(=O)N=C1N1CCC(C(=O)Nc2ccc(Cl)cc2)CC1
[10] COc1ccccc1CC(=O)Nc1nc(C)c(C(C)=O)s1
[11] COc1cc2c(cc1/C=C(/C#N)c1ccccn1)OC(C)C2 (stereo not drawn)
[12] Cc1ccc(CCNC(=O)NCc2noc3ccc(C)cc23)cc1

Assay by compound	1	2	3	4	5	6	7	8	9	10	11	12
AID inhibitor	-9%	-12%	-5%	1%	-21%	233%[activator]	1%	-4%	36%[activator]	-2%	30%[activator]	2%
UDG counter	-2%	-10%	0%	0%	u	9%	6%	10%	3%	2%	-3%	7%

[13] CCOc1ccc(CCNC(=O)Cn2c(=O)c3cccn3c3ccc(F)cc32)cc1OCC
[14] O=C(O)C(F)(F)C12OC3C4C5CC(C6C5C3C61)C42 (stereo not drawn)

Assay by compound	13	14
AID inhibitor	-14%	-2%
UDG counter	0%[57.5 µM]	6%

Some of the compounds tested. The share of hits here may be higher or lower than overall.
